Rac1 act GTP bind – GTP binding modulators of activated mutant Rac1, primary screen, biochemical, bead-based flow cytometry, multiplex, fluorescent GTP; Ras-related C3 botulinum toxin substrate 1 (Homo sapiens), P63000; GST-Rac1 activated beads; actives lie on both sides; 100% means binding = to untreated wells; percent activity (GTP binding), % at 10 µM; hit rate 0.11% among 190,000;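 active = GTP binding at least 20 percentage points away from the 100% baseline, in either direction, so actives lie on both sides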
HRas wt GTP – modulators of GTP binding to HRas wildtype, primary screen, biochemical, bead-based flow cytometry, multiplex | GST-Ras wt beads, Bodipy-FL-GTP binding; actives lie on both sides | GTP binding activity, % at 10 µM | hit rate 0.14% among 190,000;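 active = GTP binding activity at least 20% away from the 100% baseline, either lowered as inhibitor or raised as activator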;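 note: 0% = unlabeled GTP competition control and 100% = no-compound control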
Target sequence (P01112 whole entry, looked up): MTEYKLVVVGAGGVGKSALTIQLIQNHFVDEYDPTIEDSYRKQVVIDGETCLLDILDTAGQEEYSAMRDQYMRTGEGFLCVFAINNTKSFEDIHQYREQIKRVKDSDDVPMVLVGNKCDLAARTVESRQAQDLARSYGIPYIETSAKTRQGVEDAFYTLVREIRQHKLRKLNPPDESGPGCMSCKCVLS
Bim-Bcl-B – inhibitors of Bim-Bcl-B binding, primary screen, biochemical, multiplexed, human Bcl-2 family; Bcl-2-like protein 10 (Homo sapiens), Q9HD36; bead-based flow cytometry, Bim peptide-Bcl-B binding; inhibition, % at 10 µM; hit rate 0.073% among 190,000; AID 951, 2007;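 note: 0% = tracer peptide without compound and 100% = reference inhibitor peptide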
Target sequence (Q9HD36 whole entry, looked up): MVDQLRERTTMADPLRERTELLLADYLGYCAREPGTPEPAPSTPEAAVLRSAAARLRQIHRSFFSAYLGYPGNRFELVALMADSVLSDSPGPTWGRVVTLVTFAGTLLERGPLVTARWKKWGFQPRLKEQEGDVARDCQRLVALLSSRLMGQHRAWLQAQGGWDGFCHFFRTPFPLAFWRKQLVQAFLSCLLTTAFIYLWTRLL
Bfl-1 Bim block – inhibitors of Bim binding to Bfl-1, primary screen, biochemical, multiplexed, bead-based flow cytometry | Bcl-2-related protein A1 (Homo sapiens), Q16548 | Bim-Bfl-1 binding inhibition | inhibition, % at 10 µM | hit rate 0.12% among 190,000 | AID 1008, 2008;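 note: 0% = wells without compound plus tracer and 100% = blocker peptide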
Bcl-XL Bim block – inhibitors of Bim-Bcl-XL binding, primary screen, biochemical, multiplexed, bead flow cytometry, human Bcl-XL; Bcl-2-like protein 1 (Homo sapiens), Q07817; Bim peptide-Bcl-XL binding, fluorescence; inhibition, % at 10 µM; hit rate 0.04% among 190,000; AID 1007, 2008
Bim-Bcl-W – inhibitors of Bim binding to Bcl-W, primary screen, biochemical, multiplexed, bead-based flow cytometry | Bcl-2-like protein 2 (Homo sapiens), Q92843 | inhibition, % at 10 µM | Bim peptide-Bcl-W binding | hit rate 0.02% among 190,000 | AID 952, 2007;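 note: 0% = bound tracer without compound and 100% = peptide blocker; higher means less fluorescent Bim peptide bound to Bcl-W beads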
Target sequence (Q92843 whole entry, looked up): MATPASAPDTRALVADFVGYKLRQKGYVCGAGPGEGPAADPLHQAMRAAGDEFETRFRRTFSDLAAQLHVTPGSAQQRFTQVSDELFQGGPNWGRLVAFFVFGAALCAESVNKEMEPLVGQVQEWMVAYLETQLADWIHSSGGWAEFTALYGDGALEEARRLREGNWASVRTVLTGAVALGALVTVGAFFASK
Bcl-2 Bim block – inhibitors of Bim-Bcl-2 binding, primary screen, biochemical, multiplexed, human Bcl-2 family; Apoptosis regulator Bcl-2 (Homo sapiens), P10415; Bead-based flow cytometry, Bim peptide-Bcl-2 binding; hit rate 0.06% among 190,000; inhibition, % at 10 µM; in the data active = inhibition above about 40%;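 note: 0% = no compound wells with probe peptide and 100% = reference peptide inhibitor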
Target sequence (P10415 whole entry, looked up): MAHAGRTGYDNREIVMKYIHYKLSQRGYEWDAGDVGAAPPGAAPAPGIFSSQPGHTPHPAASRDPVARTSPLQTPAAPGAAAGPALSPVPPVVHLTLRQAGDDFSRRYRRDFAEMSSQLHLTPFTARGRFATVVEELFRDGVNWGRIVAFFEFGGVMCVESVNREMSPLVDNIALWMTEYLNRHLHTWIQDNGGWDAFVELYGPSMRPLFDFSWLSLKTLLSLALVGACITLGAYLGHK
Rab2 wt GTP – modulators of GTP binding to Rab2A wildtype, primary screen, biochemical, dog, bead-based flow cytometry, multiplex. Ras-related protein Rab-2A (Canis lupus familiaris), P61105. GST-Rab2 wt beads, Bodipy-GTP binding. GTP binding activity, % at 10 µM. hit rate 0.19% among 190,000;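 active = GTP binding activity at least 20 points away from 100%, either lowered or raised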;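 note: 0% = beads with excess unlabeled GTP and 100% = no-compound control corrected for plate trend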
Rab7 wt modul – modulators of GTP binding to Rab7, primary screen, biochemical, wildtype, multiplex bead flow cytometry. AID 758, 2007. GTP binding activity (percent of control), % at 10 µM. hit rate 0.055% among 190,000. Rab7 GTPase wild type (dog), Bodipy-FL-GTP binding. GST-Rab7 beads, fluorescent GTP binding; actives lie on both sides; untreated = 100%, excess cold GTP = 0%;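 active = fluorescent GTP binding to Rab7 beads changed by at least 20 points from the 100% baseline, either direction, mostly lower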;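 note: median green fluorescence of bound Bodipy-FL-GTP per Rab7 bead population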
Rac1 wt GTP bind – wildtype Rac1 GTP binding modulators, primary screen, biochemical, GST-Rac1 beads, flow cytometry, multiplex | Ras-related C3 botulinum toxin substrate 1 (Homo sapiens), P63000 | fluorescent GTP binding; actives lie on both sides; 0 = cold GTP competed, 100 = untreated | GTP binding activity (% of control), % at 10 µM | hit rate 0.27% among 190,000 | AID 757, 2007;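 active = GTP binding activity at least 20 points away from the 100% control level, either lower or higher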
Cdc42 wt GTP – modulators of GTP binding to wildtype Cdc42, primary screen, biochemical, multiplex bead flow cytometry, Bodipy-GTP; Cell division control protein 42 homolog (Homo sapiens), P60953; hit rate 0.2% among 190,000; GST-Cdc42 beads; actives lie on both sides; percent activity (GTP binding), % at 10 µM;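 active = percent activity GTP binding at least 20 points away from the 100% baseline, either down as inhibitor or up as activator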;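 note: median bead fluorescence of bound Bodipy-FL-GTP at 100 nM; 0% = excess unlabeled GTP control and 100% = no compound control; below 100% means less GTP binding so inhibitor and above means activator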
Starred values were filed as active, the others as inactive. Cut-off read from the data, not from the text of the source, unless noted: active = inhibition above about 40%. Compounds as they come. About 0.62% of those tested had a hit in this group.

COC(=O)c1ccc(OCC(=O)c2ccccc2OC)cc1 was read as Rac1 act GTP bind 98, HRas wt GTP 98, Bim-Bcl-B -2, Bfl-1 Bim block -3, Bcl-XL Bim block 0, Bim-Bcl-W 0, Bcl-2 Bim block -3, Rab2 wt GTP 99, Rab7 wt modul 98, Rac1 wt GTP bind 100 and Cdc42 wt GTP 101.
`COC(=O)c1ccc(N=NN2CCCCC2)cc1` gave Rac1 act GTP bind 87, HRas wt GTP 90, Bim-Bcl-B -2, Bfl-1 Bim block -6, Bcl-XL Bim block -2, Bim-Bcl-W -1, Bcl-2 Bim block -7, Rab2 wt GTP 91, Rab7 wt modul 101, Rac1 wt GTP bind 90 and Cdc42 wt GTP 89.
Screening CCOc1ccc(NC(=S)N(CCc2ccncc2)C(C)C)cc1 returned Rac1 act GTP bind 90, HRas wt GTP 95, Bim-Bcl-B -2, Bfl-1 Bim block -6, Bcl-XL Bim block -1, Bim-Bcl-W -1, Bcl-2 Bim block -1, Rab2 wt GTP 96, Rab7 wt modul 103, Rac1 wt GTP bind 96 and Cdc42 wt GTP 96.
`CCN(CC)CC#CCC(OC)(c1ccccc1)c1ccccc1` gave Rac1 act GTP bind 98, HRas wt GTP 101, Bim-Bcl-B -3, Bfl-1 Bim block -13, Bcl-XL Bim block -4, Bim-Bcl-W 0, Bcl-2 Bim block -1, Rab2 wt GTP 99, Rab7 wt modul 104, Rac1 wt GTP bind 102 and Cdc42 wt GTP 99.
`CC1(C)CC2CC(C)(CN2S(=O)(=O)c2ccc(N)cc2)C1` (stereo not given) gave Rac1 act GTP bind 101, HRas wt GTP 100, Bim-Bcl-B 1, Bfl-1 Bim block 0, Bcl-XL Bim block -1, Bim-Bcl-W 0, Bcl-2 Bim block -3, Rab2 wt GTP 101, Rab7 wt modul 99, Rac1 wt GTP bind 103 and Cdc42 wt GTP 104.
CCOC(=O)Cc1ccc(NC(=O)c2cccc([N+](=O)[O-])c2)cc1 was read as Rac1 act GTP bind 94, HRas wt GTP 97, Bim-Bcl-B 0, Bfl-1 Bim block -3, Bcl-XL Bim block -2, Bim-Bcl-W 0, Bcl-2 Bim block 1, Rab2 wt GTP 98, Rab7 wt modul 107, Rac1 wt GTP bind 97 and Cdc42 wt GTP 100.
`COc1ccc(C(=O)c2cnc3cc4c(cc3c2C)OCO4)cc1` gave Rac1 act GTP bind 97, HRas wt GTP 99, Bim-Bcl-B -1, Bfl-1 Bim block -4, Bcl-XL Bim block -6, Bim-Bcl-W -3, Bcl-2 Bim block -1, Rab2 wt GTP 99, Rab7 wt modul 99, Rac1 wt GTP bind 100 and Cdc42 wt GTP 98.
For Nc1nc(CN2CCN(c3ccccc3F)CC2)nc(Nc2ccccc2)n1 the results were Rac1 act GTP bind 98, HRas wt GTP 101, Bim-Bcl-B 0, Bfl-1 Bim block 0, Bcl-XL Bim block 0, Bim-Bcl-W -2, Bcl-2 Bim block 0, Rab2 wt GTP 101, Rab7 wt modul 103, Rac1 wt GTP bind 100 and Cdc42 wt GTP 103.
Screening O=C(Nc1ccc(Cl)cc1)OCCn1nnnc1C(c1ccccc1)N1CCOCC1 (stereo not given) returned Rac1 act GTP bind 101, HRas wt GTP 98, Bim-Bcl-B -7, Bfl-1 Bim block -15, Bcl-XL Bim block -6, Bim-Bcl-W -1, Bcl-2 Bim block -11, Rab2 wt GTP 98, Rab7 wt modul 101, Rac1 wt GTP bind 98 and Cdc42 wt GTP 98.
For NCCCC[C@H](NC(=O)C1CCNCC1)c1nnc(CN)o1 the results were Rac1 act GTP bind 96, HRas wt GTP 98, Bim-Bcl-B -3, Bfl-1 Bim block -4, Bcl-XL Bim block -2, Bim-Bcl-W 1, Bcl-2 Bim block 0, Rab2 wt GTP 99, Rab7 wt modul 108, Rac1 wt GTP bind 97 and Cdc42 wt GTP 98.
For COc1cc(NC(=O)C2CCCN(S(=O)(=O)c3ccc4c(c3)oc(=O)n4C)C2)cc(OC)c1 (stereo not given) the results were Rac1 act GTP bind 98, HRas wt GTP 96, Bim-Bcl-B -4, Bfl-1 Bim block -9, Bcl-XL Bim block -1, Bim-Bcl-W 3, Bcl-2 Bim block -7, Rab2 wt GTP 94, Rab7 wt modul 96, Rac1 wt GTP bind 100 and Cdc42 wt GTP 99.
Screening O=C(/C=C/c1cccs1)N1CCN(c2ccccc2)CC1 returned Rac1 act GTP bind 99, HRas wt GTP 103, Bim-Bcl-B 0, Bfl-1 Bim block -5, Bcl-XL Bim block 0, Bim-Bcl-W -1, Bcl-2 Bim block -1, Rab2 wt GTP 102, Rab7 wt modul 115, Rac1 wt GTP bind 102 and Cdc42 wt GTP 99.
CCOc1cccc(-n2nnnc2-c2ccc(OC)cc2)c1 was read as Rac1 act GTP bind 94, HRas wt GTP 95, Bim-Bcl-B -8, Bfl-1 Bim block -7, Bcl-XL Bim block -2, Bim-Bcl-W 0, Bcl-2 Bim block -3, Rab2 wt GTP 94, Rab7 wt modul 94, Rac1 wt GTP bind 96 and Cdc42 wt GTP 95.
`CC1=C(C(=O)OC(C)C)C(c2ccsc2)NC(=O)N1C` (stereo not given) gave Rac1 act GTP bind 99, HRas wt GTP 102, Bim-Bcl-B 0, Bfl-1 Bim block 0, Bcl-XL Bim block -1, Bim-Bcl-W 0, Bcl-2 Bim block 0, Rab2 wt GTP 100, Rab7 wt modul 101, Rac1 wt GTP bind 107 and Cdc42 wt GTP 100.
[N-]=[N+]=CC(=O)C(Cc1ccccc1)N1C(=O)c2ccccc2C1=O (stereo not given) was read as Rac1 act GTP bind 100, HRas wt GTP 102, Bim-Bcl-B -6, Bfl-1 Bim block -1, Bcl-XL Bim block -5, Bim-Bcl-W 0, Bcl-2 Bim block -2, Rab2 wt GTP 99, Rab7 wt modul 102, Rac1 wt GTP bind 104 and Cdc42 wt GTP 102.
`C/C(=N\OCC(=O)Nc1ccc(OC(F)(F)F)cc1)c1ccc2c(c1)OCCO2` gave Rac1 act GTP bind 93, HRas wt GTP 93, Bim-Bcl-B -7, Bfl-1 Bim block -1, Bcl-XL Bim block -6, Bim-Bcl-W -4, Bcl-2 Bim block -3, Rab2 wt GTP 93, Rab7 wt modul 95, Rac1 wt GTP bind 96 and Cdc42 wt GTP 93.
Screening C(=N/Nc1nc(-c2ccccc2)cc(-c2ccccc2)n1)/c1cccnc1 returned Rac1 act GTP bind 97, HRas wt GTP 96, Bim-Bcl-B -7, Bfl-1 Bim block -1, Bcl-XL Bim block -3, Bim-Bcl-W 0, Bcl-2 Bim block -8, Rab2 wt GTP 96, Rab7 wt modul 92, Rac1 wt GTP bind 98 and Cdc42 wt GTP 99.
For Cc1nc(Oc2ccccc2)c2ccsc2n1 the results were Rac1 act GTP bind 95, HRas wt GTP 97, Bim-Bcl-B -6, Bfl-1 Bim block -4, Bcl-XL Bim block -1, Bim-Bcl-W -4, Bcl-2 Bim block -1, Rab2 wt GTP 98, Rab7 wt modul 103, Rac1 wt GTP bind 97 and Cdc42 wt GTP 97.
For CCOC(=O)C(C)Sc1ncnc2nc[nH]c12 (stereo not given) the results were Rac1 act GTP bind 102, HRas wt GTP 102, Bim-Bcl-B -3, Bfl-1 Bim block 1, Bcl-XL Bim block -2, Bim-Bcl-W 0, Bcl-2 Bim block 0, Rab2 wt GTP 101, Rab7 wt modul 103, Rac1 wt GTP bind 104 and Cdc42 wt GTP 102.
For Cc1cc(C)nc(NC(=O)Cc2ccc([N+](=O)[O-])cc2)c1 the results were Rac1 act GTP bind 98, HRas wt GTP 99, Bim-Bcl-B -4, Bfl-1 Bim block -1, Bcl-XL Bim block -1, Bim-Bcl-W 0, Bcl-2 Bim block 0, Rab2 wt GTP 98, Rab7 wt modul 96, Rac1 wt GTP bind 101 and Cdc42 wt GTP 101.
`Cc1ccc(NC(=O)COc2ccc(-c3nnco3)cc2)cc1S(=O)(=O)N1CCOCC1` gave Rac1 act GTP bind 94, HRas wt GTP 94, Bim-Bcl-B 1, Bfl-1 Bim block 0, Bcl-XL Bim block 2, Bim-Bcl-W -1, Bcl-2 Bim block -3, Rab2 wt GTP 94, Rab7 wt modul 93, Rac1 wt GTP bind 95 and Cdc42 wt GTP 94.
CC/C(O)=C1\C(=O)CC(C)(C)CC1=Nc1ccccc1C was read as Rac1 act GTP bind 103, HRas wt GTP 104, Bim-Bcl-B -5, Bfl-1 Bim block 6, Bcl-XL Bim block -2, Bim-Bcl-W -3, Bcl-2 Bim block -1, Rab2 wt GTP 102, Rab7 wt modul 100, Rac1 wt GTP bind 105 and Cdc42 wt GTP 104.
CC(C)CC(NC(=O)c1ccc(Cl)cc1)C(=O)OCC(=O)c1ccc2c(c1)NC(=O)CO2 (stereo not given) was read as Rac1 act GTP bind 97, HRas wt GTP 98, Bim-Bcl-B -2, Bfl-1 Bim block -5, Bcl-XL Bim block 1, Bim-Bcl-W 0, Bcl-2 Bim block -2, Rab2 wt GTP 102, Rab7 wt modul 99, Rac1 wt GTP bind 101 and Cdc42 wt GTP 100.
Screening CC1=C(C(N)=O)C(c2cccs2)n2nc(-c3cccc(C)c3)nc2N1 (stereo not given) returned Rac1 act GTP bind 97, HRas wt GTP 102, Bim-Bcl-B -5, Bfl-1 Bim block -5, Bcl-XL Bim block -3, Bim-Bcl-W -2, Bcl-2 Bim block -1, Rab2 wt GTP 100, Rab7 wt modul 100, Rac1 wt GTP bind 103 and Cdc42 wt GTP 97.
COC(=O)c1ccc(NC(=S)NCc2ccco2)cc1 was read as Rac1 act GTP bind 94, HRas wt GTP 95, Bim-Bcl-B -6, Bfl-1 Bim block -5, Bcl-XL Bim block -2, Bim-Bcl-W 0, Bcl-2 Bim block 1, Rab2 wt GTP 98, Rab7 wt modul 103, Rac1 wt GTP bind 99 and Cdc42 wt GTP 93.
